High-throughput results deposited in PubChem by National Center for Advancing Translational Sciences (NCATS).
TRb-SRC2 inh: TRbeta-SRC2 interaction inhibition | TRbeta-SRC2 peptide binding, fluorescence polarization; receptor liganded with 1 µM T3 | 280,000 tested, 0.065% active | AID 1469 | Potency, µM (titrated, usually from 106 µM), inactives show at the top dose activity change, negative = inhibition, most hits filed as inhibitors;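 further: plate controls were bound peptide for no effect and peptide without receptor for full effect; nearly all actives have a fitted effect of over 50% in size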
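Binding of a 20-amino-acid Texas Red SRC2 peptide (20 nM) to TRb ligand-binding domain (0.6 uM) with agonist T3 at 1 uM was followed by fluorescence polarization after a 5 hr room-temperature incubation.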
aGal spleen mod: inhibits or activates alpha-galactosidase in human spleen homogenate; P06280; human spleen homogenate, 4MU-alpha-Gal fluorescence, 40 min; Potency, µM (highest dose often 80 µM), for inactives: at the top dose activity change, negative = inhibition, actives largely listed as inhibitors; 240,000 tested, 0.008% active; AID 2107;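 further: 0% = enzyme with vehicle and -100% = no enzyme basal signal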
Target sequence (P06280 32-429 limits assumed): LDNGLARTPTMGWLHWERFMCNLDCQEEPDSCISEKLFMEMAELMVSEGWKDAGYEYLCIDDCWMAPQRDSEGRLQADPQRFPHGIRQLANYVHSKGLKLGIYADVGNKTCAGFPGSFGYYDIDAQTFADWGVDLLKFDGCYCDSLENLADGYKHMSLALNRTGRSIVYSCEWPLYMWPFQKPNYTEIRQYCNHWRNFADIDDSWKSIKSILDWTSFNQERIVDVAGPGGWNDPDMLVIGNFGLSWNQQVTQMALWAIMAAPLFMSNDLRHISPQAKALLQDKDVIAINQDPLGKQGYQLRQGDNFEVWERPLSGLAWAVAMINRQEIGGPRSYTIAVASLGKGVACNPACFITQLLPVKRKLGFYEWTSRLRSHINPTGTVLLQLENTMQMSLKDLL
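Spleen homogenate 1 ug + cpd (titration) + 4-MU-alpha-D-galactopyranoside 1 mM; 37C 40 min; 50 mM citrate/phosphate pH 5.0, 0.01% Tween-20; stop pH 10; fluorescence 365/440; AC50 via Hill.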
Tau fibril FP: tau fibrillization inhibition (FP). Potency, µM (titrated, usually from 57.7 µM), without a hit: top-dose activity, negative = inhibition, actives largely listed as inhibitors. P10636. 280,000 tested, 0.39% active. K18 P301L tau heparin fibrillization, Alexa594 FP, 6 h; further: nearly all actives have a fitted effect of over 55% in size
Target sequence (P10636 561-689 P618L limits assumed): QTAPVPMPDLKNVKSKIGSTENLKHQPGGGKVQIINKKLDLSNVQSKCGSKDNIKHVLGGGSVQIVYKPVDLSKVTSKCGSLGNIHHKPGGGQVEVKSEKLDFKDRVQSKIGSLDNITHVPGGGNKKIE
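Human K18 P301L fragment (15 uM unlabeled plus 0.24 uM Alexa 594-labeled) in 100 mM sodium acetate pH 7 with compound, aggregation induced by 20 uM heparin for 6 hr at 37 C. ThT (30 uM) added for 1 hr, then Alexa 594 FP read.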
TexasRed fluor: counter-screen for TRb-SRC2 inhibitors: fluorescence interference. TRb/SRC2 Texas Red total fluorescence interference. Potency, µM (highest dose often 106 µM), inactives show at the top dose fluorescence change, negative = quenching. 280,000 tested, 0.29% active. AID 1479; active means well fitted curve in either direction with a large enough effect; inconclusive means small, poorly fitted or top-dose-only effect
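Human TRb ligand-binding domain at 0.6 uM with 20 nM Texas Red SRC2 peptide in Tris buffer containing 1 uM T3 and 5% DMSO, incubated with compound 5 h at ambient temperature. Total fluorescence (555/632 nm) calculated as parallel + 2 × perpendicular.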
Tau fluor cs: counter-screen for tau fibril formation inhibitors. tau K18 P301L Alexa594 fluorescence, heparin fibrillization. 280,000 tested, 0.93% active. Potency, µM (top dose mostly 57.7 µM), without a hit: at the highest dose activity change, negative = decrease; further: nearly all actives have a fitted effect of over 55% in size
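Human tau K18 P301L (15 uM unlabeled, 0.24 uM Alexa 594-labeled) in 100 mM sodium acetate pH 7 with 20 uM heparin, 6 hr at 37 C. ThT 30 uM added, 1 hr ambient; Alexa 594 FP and total fluorescence read at 555/632 nm.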
Tau ThT inhib: tau fibrillization inhibition (ThT binding) | P10636 | recombinant tau K18 P301L (four-repeat tau fragment), heparin-induced fibrillization, ThT fluorescence | Potency, µM (highest dose often 57.4 µM), for the others: top-dose activity, negative = inhibition, most hits filed as inhibitors | 270,000 tested, 2.1% active; further: nearly all actives have a fitted effect of over 55% in size
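Heparin-induced (20 uM) aggregation of recombinant human K18 P301L tau, 15 uM unlabeled with 0.24 uM labeled, pH 7 acetate buffer, 6 hr at 37 C with compound. Fibrils quantified by 30 uM ThT fluorescence after 1 hr ambient incubation.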
ALDH1A1 block: blocks purified human ALDH1A1 activity. Purified ALDH1A1, NADH fluorescence, propionaldehyde substrate. Potency, µM (titrated, usually from 75.3 µM), inactives show at the top dose activity, negative = inhibition, usual class: inhibitors. 220,000 tested, 7.3% active. AID 1030; active means well fitted inhibition curve with a large enough effect, not every such curve was filed as active; inconclusive means small, poorly fitted or top-dose-only effect, or another doubt; inactive means no such curve, though single readings can be large or run the other way;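 further: plate controls were no enzyme wells and a reference inhibitor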
Target sequence (P00352 whole entry, looked up): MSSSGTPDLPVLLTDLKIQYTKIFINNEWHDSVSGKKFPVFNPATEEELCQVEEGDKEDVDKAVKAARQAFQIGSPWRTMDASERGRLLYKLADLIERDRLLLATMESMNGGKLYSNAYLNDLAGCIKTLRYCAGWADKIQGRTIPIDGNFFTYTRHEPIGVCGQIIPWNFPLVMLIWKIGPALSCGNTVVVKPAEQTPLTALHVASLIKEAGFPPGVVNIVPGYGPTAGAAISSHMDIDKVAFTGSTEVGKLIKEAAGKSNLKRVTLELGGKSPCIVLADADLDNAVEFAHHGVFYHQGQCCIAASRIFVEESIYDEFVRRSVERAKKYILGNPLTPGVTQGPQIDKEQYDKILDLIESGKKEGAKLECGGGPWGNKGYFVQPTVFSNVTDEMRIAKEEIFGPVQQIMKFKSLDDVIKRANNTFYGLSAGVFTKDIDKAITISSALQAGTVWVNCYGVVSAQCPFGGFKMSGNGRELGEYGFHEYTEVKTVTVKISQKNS
L3MBTL1 block: blocks human L3MBTL1; AID 485360; Q9Y468; AlphaScreen L3MBTL1–H3K9me1 peptide binding; 230,000 tested, 0.66% active; Potency, µM (titrated, usually from 57.1 µM), without a hit: top-dose activity, negative = inhibition, hits mostly inhibitors; further: nearly all actives have a fitted effect of over 60% in size
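Read-out is AlphaScreen signal from streptavidin donor and nickel chelate acceptor beads (10 ug/mL final each) bridging L3MBTL1 (50 nM) and biotinylated K9-monomethylated H3(1-15) peptide (75 nM), after 30 min compound exposure at room temperature.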
Starred values were filed as active, the others as inactive; u = inconclusive; x = no result given; & = joins results of further samples; [ ] = another dose, or the depositor's remark. Unless noted, the call rests on the fitted dose curve; in most records, active means well fitted curve in the direction sought with a large enough effect; inconclusive means small, poorly fitted or top-dose-only effect, or another doubt; inactive means no such curve, though single readings can be large; an effect the other way counts as inactive or inconclusive. Unless noted, on the % scale 0 is the no-effect control and ±100 the full control effect; potency means the concentration at half of the fitted maximal effect.

Field names – A = TRb-SRC2 inh; B = aGal spleen mod; C = Tau fibril FP; D = TexasRed fluor; E = Tau fluor cs; F = Tau ThT inhib; G = ALDH1A1 block; H = L3MBTL1 block
CCCCNC(=S)NNC(=O)c1ccoc1C
  A: 1% | B: 4% | C: -3% | D: 1% | E: 10% | F: 0% | G: 10% | H: -5%
CCCCCCCCCCCC(=O)NC(Cc1ccc(OC)c([N+](=O)[O-])c1)C(=O)O (stereo unspecified)
  A: 5% | B: 3% | C: 2% | D: -4% | E: -6% | F: -17% | G: x | H: -17%
Cc1ccccc1OCCC(=O)Nc1cccc(S(=O)(=O)Nc2ccccc2Cl)c1
  A: -5% | B: 9% | C: -13% | D: -2% | E: u | F: -10% | G: 3% | H: 10%
CC(C(=O)Nc1ccc(F)c(F)c1F)N1CCCCCC1 (stereo unspecified)
  A: -1% | B: -8% | C: -2% | D: -1% | E: 3% | F: 9% | G: 6% | H: 1%
COc1ccc(CC(=O)N2CCN=C2SCc2ccc([N+](=O)[O-])cc2)cc1
  A: 4% | B: 2% | C: -1% | D: -1% | E: -25% | F: u | G: u | H: 1%
COc1cc2cc(/C=C/C(=O)c3ccco3)c(Cl)nc2cc1OC
  A: -1% | B: 4% | C: 0% | D: -6% | E: -12% | F: u | G: u | H: x
C=CCN1C(=O)C(Cc2ccc(SC(F)F)cc2)SC1=Nc1ccc(C(=O)O)cc1 (stereo unspecified)
  A: 1% | B: 14% | C: -1% | D: -2% | E: 0% | F: 2% | G: 10µM* | H: -5%
N[C@H](C(=O)O)[C@@H]1[C@@H](C(=O)O)C1(F)F
  A: 2%&-3% | B: 9%&-1% | C: u | D: 4%&-2% | E: -1%&-11% | F: 4%&-10% | G: 8%&3% | H: x
O=C(N[C@@H](Cc1ccccc1)C(=O)O)c1ccccc1
  A: 11% | B: -3% | C: 0% | D: -5% | E: -2% | F: 2% | G: 4% | H: x
Cc1cc(Nc2cc(Cl)ccc2C)n2nc(-c3ccccc3)nc2n1
  A: -5% | B: x | C: -2% | D: 0% | E: -1% | F: -9% | G: x | H: x

Some of the entries so far, with values under each structure.
Values run as follows: TRb-SRC2 inh, aGal spleen mod, Tau fibril FP, TexasRed fluor, Tau fluor cs, Tau ThT inhib, ALDH1A1 block, L3MBTL1 block
> COc1ccc(CC(=O)N2CCN=C2SCc2ccc([N+](=O)[O-])cc2)cc1
→ 4%, 2%, -1%, -1%, -25%, u, u, 1%
> C=CCN1C(=O)C(Cc2ccc(SC(F)F)cc2)SC1=Nc1ccc(C(=O)O)cc1 (stereo unspecified)
→ 1%, 14%, -1%, -2%, 0%, 2%, 10µM*, -5%
> Cc1cc(Nc2cc(Cl)ccc2C)n2nc(-c3ccccc3)nc2n1
→ -5%, x, -2%, 0%, -1%, -9%, x, x
> CC(C(=O)Nc1ccc(F)c(F)c1F)N1CCCCCC1 (stereo unspecified)
→ -1%, -8%, -2%, -1%, 3%, 9%, 6%, 1%
> COc1cc2cc(/C=C/C(=O)c3ccco3)c(Cl)nc2cc1OC
→ -1%, 4%, 0%, -6%, -12%, u, u, x

Further records
Field names – A = TRb-SRC2 inh; B = aGal spleen mod; C = Tau fibril FP; D = TexasRed fluor; E = Tau fluor cs; F = Tau ThT inhib; G = ALDH1A1 block; H = L3MBTL1 block
COc1ccc2c(CC(=O)Nc3ncc(C)s3)coc2c1
  A: 6% | B: 0% | C: 4% | D: -1% | E: -10% | F: -3% | G: 13% | H: 10%
CCOc1ccccc1N=C1NC(=O)CS1
  A: -18% | B: 1% | C: -11% | D: 0% | E: -4% | F: -1% | G: -7% | H: 4%
CCN(CC)CCN1C(=O)C(=O)/C(=C(/O)c2c(C)[nH]c(C(=O)OC)c2C)C1c1ccc(OC)cc1 (stereo unspecified)
  A: -8% | B: 1% | C: -3% | D: 0% | E: -4% | F: -11% | G: -13% | H: -13%
CCc1ccc(OCC(=O)Nc2ccc(Cl)c(-c3nc4cc(C)cc(C)c4o3)c2)cc1
  A: 6% | B: x | C: -13% | D: -4% | E: -17% | F: -5% | G: x | H: x
O=C(CCCn1c(=O)[nH]c2cc(Cl)ccc2c1=O)NC1CCCCCCC1
  A: -1% | B: -6% | C: -7% | D: -4% | E: -8% | F: 4% | G: 9% | H: x
C#CC[N+]1(CC#Cc2ccccc2)CCOCC1
  A: -12% | B: -2% | C: 4% | D: 1% | E: -8% | F: -11% | G: -31% | H: x
CC(C)(C)C1CCC(OCC(O)CN2CCCC2)CC1 (stereo unspecified)
  A: -2% | B: -4% | C: 2% | D: 0% | E: 14% | F: 15% | G: -8% | H: 27%
Cc1ccc(C(=O)N2CCN(C(=O)c3ccccc3)C2c2ccc(N(C)C)cc2)cc1 (stereo unspecified)
  A: 4% | B: -6% | C: 5% | D: -1% | E: 1% | F: -5% | G: u | H: -11%
CC(=O)c1c(COC(=O)c2ccc(Cl)cc2)nc2ccccc2[n+]1[O-]
  A: -5% | B: 1% | C: -1% | D: -3% | E: -14% | F: -3% | G: x | H: -12%
CCSc1nc(-c2cccc(Cl)c2)nc2c1Cc1c(CO)cnc(C)c1O2
  A: 0% | B: x | C: 10% | D: -1% | E: 0% | F: 6% | G: x | H: x
Cc1ccc(-c2nnn3c2nc(Cl)c2ccccc23)cc1
  A: -1% | B: 3% | C: -3% | D: -2% | E: -23% | F: -20% | G: 6% | H: x
O=C(Nc1ccc(Cl)cc1)C1C2CCC3C(CCC21)C3(Cl)Cl (stereo unspecified)
  A: 0% | B: 7% | C: -8% | D: 0% | E: -29% | F: -6% | G: -4% | H: 6%
O=C(O)c1cccc(NC(=S)NC(NC(=O)c2ccccc2[N+](=O)[O-])C(Cl)(Cl)Cl)c1 (stereo unspecified)
  A: 5% | B: -6% | C: -2% | D: -2% | E: -6% | F: -6% | G: -4% | H: x
Nn1c(CN2CCCCC2)nc2ccccc2c1=O
  A: -4% | B: 0% | C: 1% | D: -2% | E: 8% | F: 1% | G: 6% | H: x
CC1(C(=O)O)CC(C)(C(=O)O)CC(C)(C(=O)O)C1 (stereo unspecified)
  A: -14% | B: 4% | C: 5% | D: 1% | E: 4% | F: -3% | G: 7% | H: -25%[11.4 µM]
CCC(=O)Oc1ccc(-c2nc(-c3cccnc3)no2)cc1
  A: -2% | B: -2% | C: 3% | D: 3% | E: -20% | F: u | G: -7% | H: 6%
Cc1nnc(NC(=O)c2nc(SCc3ccccc3F)ncc2Cl)s1
  A: 3% | B: x | C: 3% | D: -2% | E: -11% | F: -9% | G: x | H: x
COC(=O)CCCC1=CC2=CC(=O)C(C)(OC(=O)c3cccs3)C(=O)C2=CN1c1ccccc1 (stereo unspecified)
  A: -4%[11.2 µM] | B: 5%[17.5 µM] | C: -4%[11.6 µM] | D: -2%[11.2 µM] | E: -9%[11.6 µM] | F: -14%[11.5 µM] | G: -4%[13.5 µM] | H: x
CC(=O)c1cccc(NC(=O)c2ccc3nc(C(C)C)oc3c2)c1
  A: 8% | B: x | C: 4% | D: -7% | E: 7% | F: -1% | G: x | H: x
CCCCC1(CC)C(=O)NC(=O)NC1=Nc1ccc(OC)cc1 (stereo unspecified)
  A: -17% | B: -13% | C: -3% | D: -2% | E: -4% | F: -11% | G: 3% | H: 1%
N#Cc1cc2ccccc2nc1SCC(=O)Nc1ccc(S(=O)(=O)N2CCCC2)cc1
  A: 6% | B: 6% | C: u | D: 0% | E: u | F: u | G: 10µM* | H: 4%
CCOC(=O)c1nn(-c2ccc(F)cc2)c(C)c1C(C)=O
  A: -2% | B: -4% | C: -3% | D: -3% | E: -8% | F: -5% | G: -1% | H: x
O=C(CCOc1ccccc1)Nc1ccccc1
  A: 1% | B: 4% | C: -2% | D: -5% | E: -7% | F: -11% | G: 2% | H: 4%
Cc1ccc(NNC(=O)c2cc(C)on2)c(C)c1
  A: -6% | B: -2% | C: -4% | D: -5% | E: -4% | F: -6% | G: x | H: -6%
CC1=Nn2c(nc(-c3ccccc3)c2-c2ccccc2)N(CC(N)=O)C(=O)C1
  A: -5% | B: -1% | C: 0% | D: 0% | E: 3% | F: 2% | G: 17% | H: -7%
O=C(COC(=O)c1ccc(Cl)c(S(=O)(=O)NCc2ccccc2)c1)NCC1CCCO1 (stereo unspecified)
  A: -11% | B: -4% | C: 0% | D: 1% | E: -4% | F: 3% | G: u | H: 42%
c1ccc(N=C(c2cccs2)N2CCOCC2)cc1
  A: -16% | B: -2% | C: -7% | D: 3% | E: -4% | F: -3% | G: 7% | H: -2%
Cn1cccc1/C=C1\SC(=O)N(c2ccccc2)C1=O
  A: -4% | B: 0% | C: 7% | D: -1% | E: 4% | F: 6% | G: u | H: -2%
CC(C)Oc1ccc(C2CC(=O)N(c3ccccc3)C2=O)cc1 (stereo unspecified)
  A: 0% | B: 11% | C: 5% | D: -4% | E: -5% | F: -8% | G: 10% | H: x
Cc1nc2ccc(NC(=O)c3ccc(Cl)c(S(=O)(=O)N(C)c4ccccc4)c3)cc2s1
  A: 2% | B: -1% | C: u | D: 1% | E: u | F: 2% | G: u | H: -9%
COc1ccc(C(=O)c2c(C)c3cc(C)ccc3n2CC(O)CN2CCOCC2)cc1 (stereo unspecified)
  A: 0% | B: -4% | C: 18% | D: -2% | E: -1% | F: u | G: 11µM* | H: -1%
O=C(NCC1OCCc2ccccc21)c1cc(COc2ccc(F)cc2Cl)on1 (stereo unspecified)
  A: -5% | B: -3% | C: -8% | D: -3% | E: -8% | F: -3% | G: 0% | H: 0%
CC(=O)c1c(C)n([O-])c2cc(F)c(F)cc2[n+]1=O
  A: -2% | B: -4% | C: 0% | D: -5% | E: -11% | F: -14% | G: 5% | H: 2%
